Assay outcomes (PubChem)
Peg3 imprint: induces erasure of genomic imprints in mouse ES cells; actives 0.02% (n = 110,000); Potency, µM (doses to about 60.7 µM), for inactives: at the highest dose activity change, positive = activation, hits mostly activators; mouse ES Peg3-LacZ reporter, beta-gal luminescence, 40 h;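 further: 0% = negative control wells on the plate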
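Each well holds 300 Peg3LacZ-Neo (maternal) female ES cells incubated 40 h at 37C, 5% CO2. LacZ is measured by BetaGlo luminescence, with AC50 and maximum efficacy derived from dose-response curves.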
p53ts 39C kill: kills p53ts cells at the nonpermissive temperature. H1299-p53A138V viability at 39C, ATP luminescence, 24 h. Potency, µM (titrated, usually from 46.1 µM), for the others: at the highest dose activity change, negative = cell killing, usual class: cytotoxic. actives 1.5% (n = 130,000); further: nearly all actives have a fitted effect of over 55% in size
IkB sig inh: IkB pathway inhibition in ABC-DLBCL cells. ABC-DLBCL IkBa-CBG/CBR dual luciferase ratio, 4 h; response scale: scaled: untreated 0%, proteasome inhibitor 100%. Potency, µM (titrated, usually from 57.1 µM), without a hit: at the top dose IkBa stabilization activation. actives 0.04% (n = 110,000); active means well fitted curve in the direction sought with a large enough effect in the signal ratio, not every such curve was filed as active; inconclusive means small, poorly fitted or top-dose-only effect, or a change in a side signal; the % refers to the signal ratio;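 further: the direction sought is a rising ratio; 0% = basal untreated cells and 100% = reference inhibitor full response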
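Curves were fitted separately to fusion (green), unfused (red) and ratio luminescence, then classed by r2, magnitude and activity. Cells: OCI-Ly3, 4 h compound plus doxycycline at 37C; 10 uM MG-132 defined full response.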
p53ts 32C kill: cytotoxicity in p53ts cells at permissive temperature; actives 0.93% (n = 130,000); H1299-p53A138V at 32C, ATP luminescence viability, 24 h; Potency, µM (highest dose often 46.1 µM), for inactives: at the top dose activity change, negative = cytotoxicity, most hits filed as cytotoxic; AID 924;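 further: 0% = DMSO and -100% = full killing by reference compound; nearly all actives have a fitted effect of over 55% in size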
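Cells: H1299 p53ts (A138V), 600/well, pre-incubated 16–30 h at 37C. Cpd up to 46 uM, 24 h, 32C. Readout: ATPlite luminescence, 20 min RT. Normalization: DMSO vs tamoxifen 100 uM. AC50 by Hill equation.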
The depositor's hits bear a star; [ ] = remark or other dose. Unless noted, the call rests on the fitted dose curve; in most records, active means well fitted curve in the direction sought with a large enough effect; inconclusive means small, poorly fitted or top-dose-only effect, or another doubt; inactive means no such curve, though single readings can be large; an effect the other way counts as inactive or inconclusive. Unless noted, on the % scale 0 is the no-effect control and ±100 the full control effect; potency means the concentration at half of the fitted maximal effect.

Results for Cc1cccc(N2CCN(S(=O)(=O)c3cc(Cl)ccc3Cl)CC2)c1C ?
Peg3 imprint: -6%[10.9 µM]; p53ts 39C kill: 1%; IkB sig inh: 5.1%; p53ts 32C kill: -10%

How did CN(C)c1nc2c(c(=O)n(C)c(=O)n2C)n1Cc1ccccc1 do in these assays?
Peg3 imprint: -13%; p53ts 39C kill: 10%; IkB sig inh: 0.5%; p53ts 32C kill: 5%

Results for CCn1cc(C(=O)N2CCN(c3ccccc3)CC2)c(=O)c2cc(S(=O)(=O)N(C)C)ccc21 ?
Peg3 imprint: 1%[10.9 µM]; p53ts 39C kill: 22%; IkB sig inh: -1.8%; p53ts 32C kill: 0%

Results for CN(C)c1ncc2nc(-c3cc(F)cc(F)c3)c(=O)n(-c3ccccc3)c2n1 ?
Peg3 imprint: 1%; p53ts 39C kill: 10%; IkB sig inh: 1.7%[11.4 µM]; p53ts 32C kill: 5%

Results for O=C(NCc1ccco1)C(c1ccccc1)N(Cc1ccccc1)C(=O)Cn1nnc2ccccc21 (stereo not drawn) ?
p53ts 39C kill: -18%; p53ts 32C kill: -13%

Results for O=c1cc(-c2ccccc2)[nH]c2[nH]n(-c3ccccc3)c(=O)c12 ?
Peg3 imprint: 5%; p53ts 39C kill: -5%; IkB sig inh: 13%; p53ts 32C kill: 5%

How did O=C(c1cnccn1)N1CCC[C@@]2(CCN(c3ncccn3)C2)C1 do in these assays?
p53ts 39C kill: -3%; IkB sig inh: -1.1%[11.4 µM]; p53ts 32C kill: -3%

What do the screens show for `CC(=O)NC(CCS(C)(=O)=O)C(=O)Nc1cc(Cl)ccc1Cl` (stereo not drawn)?
Peg3 imprint: 24%; p53ts 39C kill: 6%; IkB sig inh: 2.8%; p53ts 32C kill: 0%

Results for Cn1c(=O)cc(SCC(=O)NCCCN2CCN(c3ccc(F)cc3)CC2)c2ccccc21 ?
Peg3 imprint: -8%; p53ts 39C kill: -7%; IkB sig inh: 1.2%; p53ts 32C kill: 4%

What do the screens show for `COCCCNc1nc2ccccc2nc1NS(=O)(=O)c1cccs1`?
Peg3 imprint: -4%; p53ts 39C kill: -16%; IkB sig inh: inconclusive; p53ts 32C kill: 7%

What do the screens show for `Cc1cc(=O)n2nc(N3CCCC(C(=O)N4CCN(c5ccccc5)CC4)C3)sc2n1` (stereo not drawn)?
Peg3 imprint: -6%; p53ts 39C kill: -5%; IkB sig inh: 1.5%; p53ts 32C kill: -29%

What do the screens show for `c1cnc2ccc(C(c3nnnn3C3CCCCC3)N3CCCCC3)cc2c1` (stereo not drawn)?
p53ts 39C kill: 14%; p53ts 32C kill: 15%

Results for CCc1nc(SCC(=O)Nc2cc(C)on2)n[nH]1 ?
Peg3 imprint: 4%; p53ts 39C kill: -3%; IkB sig inh: 0.8%; p53ts 32C kill: 5%

Results for COc1ccc(OC)c2c1CC(C)(C)NC2=O ?
Peg3 imprint: -8%; p53ts 39C kill: 5%; IkB sig inh: 0.2%; p53ts 32C kill: 0%

How did O=C(COC(=O)c1cc(S(=O)(=O)N2CCOCC2)ccc1Cl)Nc1ccc2c(c1)OCO2 do in these assays?
Peg3 imprint: -7%; p53ts 39C kill: -3%; IkB sig inh: 1.2%; p53ts 32C kill: 0%

Results for CCCCn1c2ccccc2c2nnc(SCC(=O)Nc3ccc(NC(C)=O)cc3)nc21 ?
Peg3 imprint: 6%[10.9 µM]; p53ts 39C kill: 0%; IkB sig inh: 1.6%; p53ts 32C kill: 6%

How did CCn1cc(C2=NOC(C(=O)Nc3ccccc3C(=O)OC)C2)c(C)n1 (stereo not drawn) do in these assays?
p53ts 39C kill: 2%; p53ts 32C kill: 2%

How did CC(C)CCNC(=O)CCCn1c(=O)c2cccn2c2ccccc21 do in these assays?
Peg3 imprint: -14%[10.9 µM]; p53ts 39C kill: -10%; IkB sig inh: inconclusive; p53ts 32C kill: 7%

What do the screens show for `Cc1oc2ncn(C)c(=O)c2c1C(=O)NCCCN1CCCC(C)C1` (stereo not drawn)?
Peg3 imprint: -5%[10.9 µM]; p53ts 39C kill: 4%; IkB sig inh: 0.3%; p53ts 32C kill: 7%

How did CCc1ccccc1NC(=O)CSc1nnc2ccc3ccccc3n12 do in these assays?
Peg3 imprint: -12%[10.9 µM]; p53ts 39C kill: 14%; IkB sig inh: inconclusive; p53ts 32C kill: -13%

What do the screens show for `O=C(Nc1nccs1)c1ccc(COc2ccc(F)cc2)o1`?
Peg3 imprint: -16%; p53ts 39C kill: 3%; IkB sig inh: 5.9%; p53ts 32C kill: -1%

How did N#CCc1nc2n(n1)Cc1ccccc1-2 do in these assays?
Peg3 imprint: -10%; p53ts 39C kill: 1%; IkB sig inh: 0.0%; p53ts 32C kill: 8%

Results for O=C(COc1nsnc1N1CCOCC1)N1CCOCC1 ?
Peg3 imprint: 1%; p53ts 39C kill: 4%; IkB sig inh: -0.2%; p53ts 32C kill: -5%

How did CCC(=O)Nc1nnc(SCC(=O)Nc2ccc(F)cc2)s1 do in these assays?
Peg3 imprint: -14%; p53ts 39C kill: -8%; IkB sig inh: 0.2%; p53ts 32C kill: -3%

What do the screens show for `Cc1n[nH]c(C)c1S(=O)(=O)NCCc1ccc(Cl)cc1`?
Peg3 imprint: -5%; p53ts 39C kill: -3%; IkB sig inh: -0.6%; p53ts 32C kill: -2%

Results for Cc1oc(-c2ccccc2)cc1C(N)=O ?
Peg3 imprint: 25%; p53ts 39C kill: -1%; IkB sig inh: 0.3%; p53ts 32C kill: 12%

How did CCOC(=O)c1c(-c2ccccc2)oc2cc(Br)c(OCc3ccccc3)cc12 do in these assays?
Peg3 imprint: -12%[10.9 µM]; p53ts 39C kill: 12%; IkB sig inh: 6.4%; p53ts 32C kill: 12%

How did Cc1ccc(C)c(OCC(=O)Nc2ccc(S(=O)(=O)Nc3onc(C)c3C)cc2)c1C do in these assays?
Peg3 imprint: -10%[10.9 µM]; p53ts 39C kill: -7%; IkB sig inh: inconclusive; p53ts 32C kill: -9%

How did CN1CCN(c2ncc3nc(-c4ccccc4)c(=O)n(CCc4ccccc4)c3n2)CC1 do in these assays?
Peg3 imprint: -6%; p53ts 39C kill: -8%; IkB sig inh: -2.4%[11.4 µM]; p53ts 32C kill: -6%

How did CC(=O)N1c2ccc(S(=O)(=O)N3CCCCCC3)cc2CC1C(=O)NCc1cccc(C)c1 (stereo not drawn) do in these assays?
Peg3 imprint: inconclusive; p53ts 39C kill: -4%; IkB sig inh: 0.0%; p53ts 32C kill: 2%

How did Cc1ccc(C)c(Cn2c(=O)c3c(nc4n3CCN4c3ccc(F)cc3)n(C)c2=O)c1 do in these assays?
Peg3 imprint: -11%[10.9 µM]; p53ts 39C kill: inconclusive; IkB sig inh: inconclusive; p53ts 32C kill: 0%

What do the screens show for `COc1cc2nc(N3CCN(C(=O)OCc4ccccc4)[C@H](C(=O)NC(C)(C)C)C3)nc(N)c2cc1OC`?
p53ts 39C kill: 4%; IkB sig inh: inconclusive; p53ts 32C kill: 41%[activator]

How did COc1ccc(-c2nn(-c3ccccc3)cc2C(=O)Nc2nc(CC(C)=O)ns2)cc1 do in these assays?
Peg3 imprint: -11%; p53ts 39C kill: 2%; IkB sig inh: inconclusive; p53ts 32C kill: 5%

How did CCCCNc1ncnc2c1cnn2-c1ccc(Cl)cc1 do in these assays?
Peg3 imprint: -27%; p53ts 39C kill: -28%; IkB sig inh: 4.2%; p53ts 32C kill: -26%

Results for CC1(C)O[C@H]2[C@@H](O1)[C@@H](On1nnc3ccc(Cl)cc31)O[C@@H]2[C@@H]1COC(C)(C)O1 ?
Peg3 imprint: -6%[10.9 µM]; p53ts 39C kill: 8%[9.22 µM]; IkB sig inh: -1.1%[11.4 µM]; p53ts 32C kill: 12%[9.22 µM]

How did COC(=O)C(C)Sc1nc2c(c(=O)n1-c1ccccc1)SCC2 (stereo not drawn) do in these assays?
Peg3 imprint: -6%; p53ts 39C kill: -9%; IkB sig inh: -1.5%; p53ts 32C kill: -16%

Results for NC1(C(=O)O)CCCCC1 ?
Peg3 imprint: -6%; p53ts 39C kill: 17%; IkB sig inh: 1.4%; p53ts 32C kill: 7%

Results for O=C(Nc1ccc2nc(-c3cccs3)c(-c3cccs3)nc2c1)N1CCOCC1 ?
Peg3 imprint: -13%; p53ts 39C kill: 4%; IkB sig inh: inconclusive; p53ts 32C kill: 5%

Results for CCC(=O)Nc1ccc(N2CCN(Cc3ccccc3)CC2)cc1 ?
Peg3 imprint: -8%; p53ts 39C kill: 7%; IkB sig inh: 2.7%; p53ts 32C kill: -13%

How did COc1ccc(N(CC(=O)NCc2cccc(OC)c2)S(=O)(=O)c2c(C)noc2C)cc1 do in these assays?
Peg3 imprint: -10%; p53ts 39C kill: -2%; IkB sig inh: -0.8%; p53ts 32C kill: -2%

Some of these compounds in order of SMILES length, rising.
Results for NC1(C(=O)O)CCCCC1 ?
Peg3 imprint: -6%; p53ts 39C kill: 17%; IkB sig inh: 1.4%; p53ts 32C kill: 7%

How did COC(=O)C(C)Sc1nc2c(c(=O)n1-c1ccccc1)SCC2 (stereo not drawn) do in these assays?
Peg3 imprint: -6%; p53ts 39C kill: -9%; IkB sig inh: -1.5%; p53ts 32C kill: -16%

How did CN1CCN(c2ncc3nc(-c4ccccc4)c(=O)n(CCc4ccccc4)c3n2)CC1 do in these assays?
Peg3 imprint: -6%; p53ts 39C kill: -8%; IkB sig inh: -2.4%[11.4 µM]; p53ts 32C kill: -6%

Quoted at random: 2 compounds from above, in no set order.
How did N#CCc1nc2n(n1)Cc1ccccc1-2 do in these assays?
Peg3 imprint: -10%; p53ts 39C kill: 1%; IkB sig inh: 0.0%; p53ts 32C kill: 8%

What do the screens show for `Cc1n[nH]c(C)c1S(=O)(=O)NCCc1ccc(Cl)cc1`?
Peg3 imprint: -5%; p53ts 39C kill: -3%; IkB sig inh: -0.6%; p53ts 32C kill: -2%

Further compounds follow:
What do the screens show for `Cc1ccc2oc(=O)c3cnn(CC(=O)NCc4ccccc4Cl)c3c2c1`?
Peg3 imprint: -10%[10.9 µM]; p53ts 39C kill: -13%; IkB sig inh: 0.3%; p53ts 32C kill: 13%

Results for Cc1nc(C)c(C(=O)C2=C(O)C(=O)N(CCCn3ccnc3)C2c2ccccc2)s1 (stereo not drawn) ?
Peg3 imprint: 0%; p53ts 39C kill: 1%; IkB sig inh: -0.4%; p53ts 32C kill: -1%

What do the screens show for `CSc1nc2sc3c(c2c(=O)n1-c1ccc(F)c(Cl)c1)CCN(C(C)=O)C3`?
Peg3 imprint: -4%[10.9 µM]; p53ts 39C kill: 27%; IkB sig inh: 1.5%; p53ts 32C kill: 6%

Results for COc1nc(NCCN2CCOCC2)nc(Nc2ccccc2)n1 ?
Peg3 imprint: -10%; p53ts 39C kill: -3%; IkB sig inh: -2.4%; p53ts 32C kill: 1%

Results for COc1ccc2c(c1)c1c(c(=O)n(Cc3ccccc3)c(=O)n1Cc1ccc(C)cc1)n2C ?
Peg3 imprint: 5%[10.9 µM]; p53ts 39C kill: -8%; IkB sig inh: -0.7%; p53ts 32C kill: 15%

Results for Cc1cccc2sc(NC(=O)C3CCN(S(=O)(=O)c4cc([N+](=O)[O-])ccc4Cl)CC3)nc12 ?
p53ts 39C kill: 13%; p53ts 32C kill: 7%

How did CCCN(Cc1cc2ccc(C)cc2[nH]c1=O)C(=O)c1ccccn1 do in these assays?
Peg3 imprint: -11%; p53ts 39C kill: 7%; IkB sig inh: 4.9%; p53ts 32C kill: 4%

What do the screens show for `COc1ccccc1NC(=O)CN(C)S(=O)(=O)c1cccc2cccnc12`?
Peg3 imprint: 26%[10.9 µM]; p53ts 39C kill: inconclusive; IkB sig inh: -1.2%; p53ts 32C kill: 7%

How did CC(=O)Oc1ccc2oc(C)c(C(=O)N3CCOCC3)c2c1 do in these assays?
p53ts 39C kill: -1%; p53ts 32C kill: -6%

What do the screens show for `Nc1nonc1-c1noc(-c2ccccc2Br)n1`?
Peg3 imprint: -35%[inhibitor]; p53ts 39C kill: -14%; IkB sig inh: -1.5%; p53ts 32C kill: -23%

What do the screens show for `COc1ncc2nc(-c3cccc(C#N)c3)c(=O)n(CCC#N)c2n1`?
p53ts 39C kill: -22%; IkB sig inh: 0.8%[11.4 µM]; p53ts 32C kill: -2%

What do the screens show for `COc1ccc(C(c2nnnn2C2CCCC2)N2CCN(C3CCCC3)CC2)cc1OC` (stereo not drawn)?
Peg3 imprint: -2%; p53ts 39C kill: 12%; IkB sig inh: 0.3%; p53ts 32C kill: -9%
